HSP90 refold inh – HSP90 refolding inhibition in rabbit reticulocyte lysate; AID 1789; luciferase refolding luminescence, 3 h; inhibition, % at 5.6 µM; 290,000 compounds, 0.91% hits;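 active = inhibition above the screen-wide mean plus 3 SD, computed separately per campaign, cut at about 16% in these data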;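 also: 0% = DMSO wells and 100% = 60 µM geldanamycin wells; inhibitors lower the luminescence because luciferase stays unfolded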
KLF5 inh – inhibitors of KLF5 expression; DLD-1 KLF5 promoter-luciferase reporter, luminescence; inhibition, % at 5 µM; 290,000 compounds, 0.23% hits;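 active = inhibition above a per-plate limit of that plate's mean compound inhibition plus 3 SD, cut at about 60% in these data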;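 also: 0% = DMSO wells and 100% = LY294002 at 200 µM; higher means less KLF5 promoter-driven luciferase light; inactives centre near -14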
aSyn UTR inh – MLPCN primary screen, SNCA 5' untranslated region. alpha-synuclein 5'UTR reporter, inhibitor activity. AID 1813. inhibition, % (tested at 7.5 µM). 300,000 compounds, 0.82% hits; in the data active = inhibition above about 60%; inconclusive = no clear call, values can overlap the other calls;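 also: H4 neuroglioblastoma cells stably carrying SNCA 5'UTR luciferase fusion; 0% = DMSO wells and 100% = positive control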
HSF-1 act – increases HSF-1 driven luciferase reporter signal; AID 504408; activation, % at 9 µM; NIH3T3-HGL HSF-1 luciferase reporter, MG132, 8 h; 100% = twice DMSO control signal; 300,000 compounds, 1.7% hits;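 active = mean replicate activation of at least 50% with a set share of replicates each reaching 50%; inconclusive = only one of those two conditions met; inactive = mean below 50% and too few replicates reaching it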;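 also: 0% = median of the neutral control wells and 100% = twice that signal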
HSF1 inhib – HSF1 inhibition | NIH3T3-HGL HSE-luciferase, MG132-induced, luminescence 8 h; active compounds read low | activity change, negative = inhibition, % at 7.5 µM (by protocol) | 300,000 compounds, 0.77% hits;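 active = more than half of replicate wells show activity change below -50%, luminescence cut by over half; inconclusive = some wells, but at most half, below -50%; inactive = no replicate well below -50%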;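 also: luciferase reports HSF-1 transcriptional activity via heat shock element; 0% = median of DMSO wells and -100% = zero luminescence signal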
AI-2 QS modul – modulators of Vibrio harveyi AI-2 quorum sensing system; Vibrio harveyi JMH597 AI-2 luminescence/OD600 ratio, 9 h; active compounds read low; strain lacks LuxN and CqsS sensors; 0 = neutral-control median; activity change, % at 7.5 µM; 300,000 compounds, 0.4% hits; in the data active = activity change below about -75%, passing the limit was not always enough; inconclusive = no clear call, values can overlap the other calls;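 also: luminescence divided by OD600 gain over 9 h not by final OD600 alone; inactives centre near 13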
Platelet DG rel – platelet dense granule release activity; human platelet-rich plasma, SFLLRN dense granule ATP release, luminescence; inhibition, %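 (compounds screened at 7.5 µM in platelet-rich plasma)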; 300,000 compounds, 0.22% hits;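 active = mean replicate score, as percent of positive control, at or above 50; inconclusive = mean below 50 but at least one replicate at or above 50; inactive = mean and every replicate below 50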
IEC-6 tox – IEC-6 cytotoxicity, counter-screen for KLF5 inhibitors. inhibition, % at 5 µM. 290,000 compounds, 0.78% hits. luminescence viability. AID 1825; in the data active = inhibition above about 22%;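 also: 0% = plate median of test compound wells and 100% = cytotoxic reference compound wells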
HIF activator – HIF pathway transcriptional activation; activation, % at 7.5 µM (by protocol); 300,000 compounds, 0.32% hits; U2OS HRE-luciferase reporter, luminescence; normalized: DMSO 0%, desferrioxamine 100%;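 active = mean activation of at least 10% of the iron chelator positive control signal, with at least half of replicates also reaching 10%; inconclusive = mean and replicate majority disagree about reaching 10%; inactive = mean and most replicates under 10%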
HDAC3 inh – blocks human histone deacetylase 3; O15379; recombinant HDAC3, fluorogenic peptide/trypsin coupled, fluorescence; inhibition, % at 8.3 µM; 320,000 compounds, 0.15% hits; AID 2718; in the data active = inhibition above about 26%, passing the limit was not always enough; inconclusive = no clear call, values can overlap the other calls
Target sequence (O15379 whole entry, looked up): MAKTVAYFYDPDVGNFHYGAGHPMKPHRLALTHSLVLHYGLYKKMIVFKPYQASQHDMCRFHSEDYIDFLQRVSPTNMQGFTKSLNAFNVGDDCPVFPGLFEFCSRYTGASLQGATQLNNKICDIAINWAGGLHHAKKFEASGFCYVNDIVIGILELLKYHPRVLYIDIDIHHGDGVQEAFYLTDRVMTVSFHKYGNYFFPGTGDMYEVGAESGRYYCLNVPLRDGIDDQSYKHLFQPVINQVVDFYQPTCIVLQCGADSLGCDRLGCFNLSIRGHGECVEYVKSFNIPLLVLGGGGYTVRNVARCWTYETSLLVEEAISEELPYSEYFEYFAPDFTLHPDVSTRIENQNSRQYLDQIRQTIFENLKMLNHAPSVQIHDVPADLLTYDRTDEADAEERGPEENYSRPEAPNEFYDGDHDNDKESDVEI
* hit, by the source's call; ? = inconclusive; . = not tested or not shown.

SMILES | HSP90 refold inh | KLF5 inh | aSyn UTR inh | HSF-1 act | HSF1 inhib | AI-2 QS modul | Platelet DG rel | IEC-6 tox | HIF activator | HDAC3 inh
O=C(CSC1=NC2(CCCCCC2)N=C1c1ccccc1)Nc1ccc2c(c1)OCCO2 | 3 | -7 | 0 | 20 | 8 | 4 | 0 | -3 | -0.1 | 13
O=C(Cc1ncc(C(F)(F)F)cc1Cl)N1CCN(c2ccccn2)CC1 | -4 | 7 | -11 | 21 | 9 | 23 | -9 | 0 | -0.3 | -1
Cc1csc(NC(=O)C2CSC3(C)CCC(=O)N23)n1 (stereo not drawn) | -2 | -24 | -9 | 13 | 0 | 22 | 16 | 0 | -0.2 | 4
CC(Cl)C(=O)NC(=O)NC12CC3CC(CC(C3)C1)C2 (stereo not drawn) | 2 | 6 | -10 | 17 | 10 | 41 | -7 | 0 | -0.6 | 1
COc1ccc(/C=C2\N=C(C(C)(C)C)OC2=O)c(OC)c1 | -1 | 0 | -15 | -1 | -1 | 28 | 11 | -4 | -0.3 | 5
O=C(C1CCCCC1)N1CCC(c2nc3ccccc3[nH]2)CC1 | -1 | 1 | 18 | -3 | 1 | 10 | 14 | 0 | 0.0 | -6
O=C(c1cccc(N2C(=O)C3C4C=CC(C4)C3C2=O)c1)N1CCN(c2ccccc2F)CC1 (stereo not drawn) | -3 | -7 | 1 | -7 | -7 | 22 | -7 | -1 | 0.1 | 1
CCOCCCNC(=O)c1ccc2c(c1)ncn2-c1ccc(C)cc1C | 1 | -16 | 3 | 1 | -2 | 5 | 1 | -4 | -1.0 | -2
O=C(C#Cc1ccccc1)Nc1ccccc1F | 8 | -167 | -141 | 106* | 58 | -87* | 1 | -1 | 4.5 | 10
CCN1C(c2ccc(F)cc2)=CS/C1=C(\C#N)c1nnc2n1-c1ccccc1SC2 | 4 | 10 | 15 | 21 | 5 | 37 | 0 | 2 | . | 3
CCn1cc([N+](=O)[O-])c(C(=O)NCc2ccc3c(c2)OCO3)n1 | -1 | -9 | -9 | 5 | 0 | . | -2 | -7 | -0.6 | 2
Cc1cc(-c2nnc(SCC(=O)Nc3ccc(Br)cc3F)n2N)n[nH]1 | -4 | -6 | -17 | 5 | -11 | 5 | -44 | -2 | -0.6 | 1
Cc1cc(=O)n2nc(N3CCC(C(=O)NCc4cccnc4)CC3)sc2n1 | 6 | -12 | 1 | -17 | -5 | 20 | -11 | 0 | -0.2 | 12
CC(O)CNC(=O)C1CCN(Cc2ccc(OCc3ccccc3)cc2)CC1 (stereo not drawn) | -4 | -24 | -126 | 15 | 2 | 21 | 2 | -1 | 1.8 | 1
CC(C)C(=O)Nc1nnc(NC(=S)Nc2ccccc2)s1 | -3 | -90 | -127 | 16 | 3 | 21 | -1 | 0 | 2.9 | 7
Cc1cccc(OCC2Cn3c(nc4c3c(=O)[nH]c(=O)n4C)O2)c1 (stereo not drawn) | 4 | -42 | 3 | -2 | 1 | 18 | 12 | 10 | -1.3 | -1
O=c1nccc(N/N=C/c2ccccc2O)[nH]1 | 16* | 88* | -4 | 7 | -4 | 23 | 63* | 96* | 2.1 | -10
CCOC(=O)C(C)Oc1ccsc1C(=O)OC (stereo not drawn) | 0 | 6 | 4 | 13 | 1 | 2 | -4 | 0 | -0.2 | -2
Cn1nccc1NC(=O)CC1(CC(=O)O)CCCCC1 | 2 | -36 | 6 | 17 | -3 | 9 | -11 | 4 | 0.4 | -4
COc1ccc(N(C(=O)CNC(=O)c2cccs2)C(C(=O)NCC2CCCO2)c2ccccc2)cc1OC (stereo not drawn) | -1 | 6 | -16 | -53 | -39 | 17 | 1 | -5 | -0.9 | 1
CN1CCN(S(=O)(=O)c2cccc3nsnc23)CC1 | -5 | -14 | 2 | -16 | -6 | 1 | -2 | 4 | -0.3 | 0
O=C(CSc1ccc(-c2ccccn2)nn1)NC1CCCCC1 | -2 | -61 | -19 | -61 | ? | 22 | 7 | 1 | 0.1 | 8
C/C(=N\NC(=O)c1ccncc1)c1ccc(NC(=O)c2ccc(Cl)cc2)cc1 | -1 | -177 | -116 | 22 | -2 | -2 | -7 | 2 | 1.6 | .
Cc1cc(OCc2cc(C(=O)NCc3cc(C(C)C)no3)no2)cc(C)c1Cl | 2 | -169 | -135 | 49 | 25 | 16 | -16 | 2 | 3.7 | -1
COc1cccc(S(=O)(=O)Nc2cccc(C(=O)N3CCCC3)c2)c1 | -1 | -17 | 11 | -5 | 1 | 17 | 1 | 1 | -0.5 | -9

Brought forward from above: 4 entries, then new ones.
SMILES | HSP90 refold inh | KLF5 inh | aSyn UTR inh | HSF-1 act | HSF1 inhib | AI-2 QS modul | Platelet DG rel | IEC-6 tox | HIF activator | HDAC3 inh
O=C(CSc1ccc(-c2ccccn2)nn1)NC1CCCCC1 | -2 | -61 | -19 | -61 | ? | 22 | 7 | 1 | 0.1 | 8
C/C(=N\NC(=O)c1ccncc1)c1ccc(NC(=O)c2ccc(Cl)cc2)cc1 | -1 | -177 | -116 | 22 | -2 | -2 | -7 | 2 | 1.6 | .
Cc1cc(OCc2cc(C(=O)NCc3cc(C(C)C)no3)no2)cc(C)c1Cl | 2 | -169 | -135 | 49 | 25 | 16 | -16 | 2 | 3.7 | -1
COc1cccc(S(=O)(=O)Nc2cccc(C(=O)N3CCCC3)c2)c1 | -1 | -17 | 11 | -5 | 1 | 17 | 1 | 1 | -0.5 | -9
Nc1nc2ccccc2n1Cc1ccc(Cl)c(Cl)c1 | 0 | -55 | 16 | 30 | 0 | 11 | -2 | 6 | -26 | -2
COc1ccc(NC(=O)c2nc[nH]c2C(=O)N2CCN(C(=O)OC(C)(C)C)CC2)cc1 | . | . | 16 | 6 | 0 | -4 | 13 | . | -0.9 | 3
CCOc1ccc(S(=O)(=O)NCCC(=O)N2CCCC(C)C2)cc1 (stereo not drawn) | . | . | 16 | 4 | 4 | 13 | 13 | . | -0.1 | 4
COc1ccc2[nH]c3c(=O)n(Cc4ccncc4)cnc3c2c1 | 6 | -6 | -6 | 0 | 3 | 12 | -5 | 3 | 1.2 | .
NC(=O)c1ccc(NC(=O)COC(=O)C2(c3cccc(F)c3)CCCC2)cc1 | 4 | -35 | 39 | 11 | 6 | 17 | -2 | 3 | -0.6 | ?
Brc1ccc(-c2cn3c(n2)CCc2ccc4cccnc4c2-3)cc1 | 0 | 5 | -10 | -6 | 2 | 11 | -3 | 4 | -0.2 | -3
O=C(NCc1ccccn1)C(=O)NCC1OCCN1S(=O)(=O)c1ccc(Br)cc1 (stereo not drawn) | -6 | -10 | -11 | -5 | -3 | 22 | -9 | -4 | -0.5 | -11
Cc1cc(CNC(=O)c2ccc3nc(Cc4ccccc4F)oc3c2)nn1C | -5 | -154 | -135 | 46 | 32 | 15 | 3 | -2 | 4.2 | -2
CC(C)CC(=O)NS(=O)(=O)c1ccc(N)cc1 | 3 | -8 | -20 | 7 | 1 | 41 | -2 | 1 | -0.5 | 2
Cc1ccc(C2CC(c3ccccc3C)n3nc(N)nc3N2)cc1 (stereo not drawn) | -4 | -19 | -13 | -7 | -9 | -4 | -6 | -3 | 0.2 | 5
CC1(C)C(C#N)=C(N)OC2=C1C(=O)CCC2 | 0 | 5 | 21 | -13 | -13 | 11 | 10 | -3 | -0.4 | 1
CC(C)CN1CCC(=O)N(CCSc2ccc(Br)cc2)CC1 | . | . | -18 | -5 | 11 | 23 | -5 | . | -7.2 | 2
CCOC(=O)CSc1nnc(COc2ccc3ccccc3c2)o1 | -3 | -33 | 19 | -4 | -10 | 1 | 2 | 3 | -1.4 | 6
c1cc2nnnn2nc1N1CCCCCC1 | -2 | -27 | -1 | -13 | -1 | -22 | -1 | -4 | 1.5 | 6
O=C(Nc1nccs1)C(c1ccccc1)N1CCCC1 (stereo not drawn) | -1 | -28 | 1 | 7 | -7 | 19 | 12 | 2 | -2.1 | -1
CC(C)(C)NC(=O)c1ccccc1NC(=O)C1CCCO1 (stereo not drawn) | 3 | -19 | 11 | -6 | -18 | 12 | 3 | 0 | -0.1 | ?
Cc1cccc2c(N=NC(=O)C(C)n3cnc4ccccc4c3=O)c(O)[nH]c12 (stereo not drawn) | . | . | 29 | 17 | 12 | 10 | 6 | . | 0.0 | 13
CCCN1CNC(=S)N(c2ccccc2C)C1 | -2 | 1 | -13 | 24 | 7 | 26 | -4 | 2 | -1.1 | 0
O=C(CN1CCN(S(=O)(=O)c2ccc(Cl)s2)CC1)N1CCOCC1 | 1 | -3 | -5 | -5 | -5 | 2 | -2 | 0 | -0.7 | 9
CCc1ccc(NC(=O)CSc2nc(O)cc(=O)n2C2CCCC2)cc1 | 1 | 2 | 20 | -3 | 5 | 15 | -1 | 2 | -1.0 | -6
COc1cc(/C=C2/CCC/C(=C\c3cc(O)c(OC)c(Cl)c3)C2=O)cc(Cl)c1O | -1 | -24 | -143 | 204* | 168 | 41 | 5 | -7 | 1.2 | 3
Cc1ccc(OCCC(=O)OCC(=O)Nc2ccc(Cl)cn2)cc1 | 5 | 10 | -3 | 2 | -5 | 20 | -1 | -3 | -0.4 | -3
Cc1ccc(-n2nc(C)c3c2OC(N)=C(C#N)C3c2ccccc2F)cc1 (stereo not drawn) | 10 | -24 | 10 | -17 | -18 | 56 | 44 | -2 | -0.4 | 6
O=C1/C(=C\c2ccc(O)c(O)c2)SC(=S)N1Cc1ccccc1 | 1 | 4 | 12 | -9 | -1 | 55 | -11 | 2 | -50 | -12
O=c1[nH]c(=O)n(Cc2ccccc2)c2c1C(C(F)(F)F)(C(F)(F)F)N=C(c1ccco1)N2 | 0 | -7 | 26 | -49 | -35 | 11 | -1 | 1 | -0.8 | 7
O=C(CN1C(=O)N/C(=C\c2ccccc2OCc2ccc(C(=O)O)cc2)C1=O)Nc1ccccc1F | 2 | -22 | -1 | -10 | 0 | 16 | -9 | -6 | -1.0 | 7

Compound profiles, from the list above. Order of values: HSP90 refold inh | KLF5 inh | aSyn UTR inh | HSF-1 act | HSF1 inhib | AI-2 QS modul | Platelet DG rel | IEC-6 tox | HIF activator | HDAC3 inh
O=C(Nc1nccs1)C(c1ccccc1)N1CCCC1 (stereo not drawn) as listed: -1 | -28 | 1 | 7 | -7 | 19 | 12 | 2 | -2.1 | -1
CC(C)CN1CCC(=O)N(CCSc2ccc(Br)cc2)CC1 as listed: . | . | -18 | -5 | 11 | 23 | -5 | . | -7.2 | 2
O=C(C#Cc1ccccc1)Nc1ccccc1F as listed: 8 | -167 | -141 | 106* | 58 | -87* | 1 | -1 | 4.5 | 10
Cc1cc(OCc2cc(C(=O)NCc3cc(C(C)C)no3)no2)cc(C)c1Cl as listed: 2 | -169 | -135 | 49 | 25 | 16 | -16 | 2 | 3.7 | -1
Cc1ccc(C2CC(c3ccccc3C)n3nc(N)nc3N2)cc1 (stereo not drawn) as listed: -4 | -19 | -13 | -7 | -9 | -4 | -6 | -3 | 0.2 | 5

Screens: PubChem, several laboratories
